PAX8 inh HTS: inhibitors of PAX8-driven TPO luciferase reporter, primary screen, RMG-I cells, single concentration; SteadyGlo, 24 h; inhibition, % at 12.6 µM; hit rate 1.2% among 360,000;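 active means mean replicate inhibition at least 60% with every replicate also reaching 60%; inconclusive means only one of the two criteria is met; inactive means mean below 60% and not all replicates reaching 60%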;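 further: luciferase light reporting Pax8 driven TPO promoter activity; plate controls were median of neutral control wells for no effect and mitoxantrone controls for full effect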
EWS-Fli inh: EWS/Fli-driven NR0B1 reporter inhibitors, primary screen, A673 cells, NR0B1 luciferase, luminescence, MLPCN library; viability-normalised; inhibition, % at 12.6 µM; hit rate 0.67% among 350,000; AID 651661, 2012;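 active means mean inhibition of at least 50% after viability correction, with every replicate also passing that limit; inconclusive means mean reaches 50% but only one of two replicates passes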;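 further: firefly luciferase signal divided by Alamar Blue viability fluorescence both relative to DMSO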
F508del corr: F508del CFTR correction, initial screen, CFBE line, single point. CFBE cells, YFP halide quenching; stimulated with forskolin plus potentiator P3; % fluorescence drop versus neutral controls. activity (quench increase), % at 7.58 µM. hit rate 0.36% among 350,000;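 active means mean added fluorescence quench of at least 8% versus neutral control, with both replicates also reaching 8%; inconclusive means only one of the mean or replicate conditions met; inactive means mean below 8% and not both replicates reaching 8%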;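 further: cells transiently co-express mutant CFTR-F508del with the halide-sensitive YFP; corrector assay measuring rescue of mutant channel to the surface after 24 h compound exposure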
INS-1E GSIS act: GLuc luminescence reporter in INS-1E cells, primary screen for activators of glucose-dependent secretion of insulin | INS-1E GLuc reporter insulin secretion, 2-3 h | activation, % at 16.6 µM | hit rate 0.61% among 370,000;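 active means lowest replicate activation of at least 40%, so every replicate reaches that level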;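 further: 0% = median of neutral control wells and 100% = median of IBMX positive control wells; some compounds called inactive have numbers as strong as hits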
ERp5 block: inhibitors of ERp5-driven insulin aggregation, primary screen, biochemical, turbidity, absorbance 650 nm, single point. Protein disulfide-isomerase A6 (Homo sapiens), Q15084. 90 min. inhibition, % at 9.99 µM. hit rate 0.05% among 350,000. AID 651711, 2012;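 active means mean replicate inhibition above about 25%, with every replicate also reaching it, limit read from the data, passing the limit was not always enough; inconclusive means only one of those two criteria met; inactive means neither criterion met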
Target sequence (Q15084 whole entry, looked up): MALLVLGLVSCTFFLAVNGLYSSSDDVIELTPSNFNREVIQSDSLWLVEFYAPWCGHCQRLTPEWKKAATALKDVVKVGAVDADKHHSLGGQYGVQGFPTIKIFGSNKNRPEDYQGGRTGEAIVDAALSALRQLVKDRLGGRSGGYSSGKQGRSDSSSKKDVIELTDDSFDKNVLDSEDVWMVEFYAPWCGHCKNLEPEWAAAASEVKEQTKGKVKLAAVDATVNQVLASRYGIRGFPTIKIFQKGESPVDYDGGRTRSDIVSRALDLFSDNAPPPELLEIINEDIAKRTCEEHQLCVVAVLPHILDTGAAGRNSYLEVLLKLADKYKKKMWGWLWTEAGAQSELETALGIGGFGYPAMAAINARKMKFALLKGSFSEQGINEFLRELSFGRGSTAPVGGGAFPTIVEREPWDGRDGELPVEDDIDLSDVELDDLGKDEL
ARNT TACC3 PPI: disruptors of ARNT/TACC3 protein interaction, primary screen, biochemical, AlphaScreen, single concentration; Transforming acidic coiled-coil-containing protein 3 (Homo sapiens), Q9Y6A5; hit rate 0.66% among 390,000; AlphaScreen His-ARNT PAS-B/GST-TACC3 binding, luminescence; TACC3 fragment carries E629A point mutation; inhibition, % at 9.99 µM;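 active means mean inhibition of replicates at least 50% and at least half of replicates each reaching 50%; inconclusive means half or more replicates reach 50% but mean below 50%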;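 further: 0% = complete ARNT plus TACC3 wells and 100% = ARNT alone without TACC3; many hits fall short of the cut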
Xi reactivation: activators of inactive X chromosome reactivation, primary screen, imaging, XiGFP fibroblasts, GFP high-content imaging, set 2; XiGFP mouse fibroblasts, % GFP-positive cells imaging, 3 d; cells co-treated with 5-aza-dC sensitizer; scaled so ellipticine positive control = 100%; AID 743238, 2013; activation, % at 7.58 µM; hit rate 0.055% among 360,000;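 active means mean normalized replicate activation at least 10% and every replicate at or above 10%; inconclusive means only one of the two criteria met; inactive means mean below 10% and not all replicates reach 10%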;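 further: 0% = median of on-plate neutral control wells and 100% = ellipticine 6 µM median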
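System: SV40-immortalized XiGFP fibroblast cells, line 68-5-11 / Incubation: 3-day compound exposure, then 15 min fixation at room temperature / Compound: single concentration per compound, delivered by pin transfer / Buffer or medium: DMEM plus 5-aza-dC sensitizer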
DENV2 CPE rescue: inhibitors of DENV2 cytopathic effect, primary screen, cell-based, plate reader, single concentration | DENV2-infected cells, cytopathic effect rescue | CPE inhibition, % at 9.99 µM | hit rate 1.7% among 350,000 | AID 651640, 2012; in the data active means CPE inhibition above about 20%, passing the limit was not always enough; inconclusive means no clear call, values can overlap the other calls; tested in BHK-21 cells;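 further: 0% = median of neutral control wells and 100% = median of positive control wells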
* = called active by the depositor; ? = inconclusive; . = not tested or not shown.

Results follow in this order: INS-1E GSIS act	F508del corr	DENV2 CPE rescue	PAX8 inh HTS	ERp5 block	Xi reactivation	EWS-Fli inh	ARNT TACC3 PPI
#1 COc1ccc(NC(=O)CN(C)C(=O)CCSc2ccc(C)cc2)cc1
→ 1.0	-0.5	61.9*	0.5	-1.0	-0.1	-2.3	-3.7
#2 Cc1cccc(NNC(N)=S)c1
→ 8.7	0.8	4.5	28.0	0.8	0.0	7.1	1.8
#3 CCOc1ncccc1C(=O)N(C)CC(=O)Nc1ccc(F)cc1
→ 0.1	.	2.4	-11.8	-5.8	-0.1	-1.9	-10.0
#4 C[C@@H]1CN([C@H](C)CO)C(=O)c2cc(NC(=O)Nc3ccc(C(F)(F)F)cc3)ccc2O[C@@H]1CN(C)S(C)(=O)=O
→ 2.5	1.0	-2.3	-0.3	0.8	-0.6	-4.2	-4.0
#5 CS(=O)(=O)c1ccc(Cl)c(NC(=O)CCCc2nc3ccccc3c(=O)[nH]2)c1
→ 7.9	0.7	-6.2	.	-4.4	-0.1	-0.1	-2.3
#6 Cn1cc([N+](=O)[O-])c(C(=O)NCc2ccccc2)n1
→ 14.7	0.8	2.5	-4.7	-0.8	0.7	6.6	-5.6
#7 Cc1ccc(S(=O)(=O)Nc2c(C)nc3nc(C)[nH]n3c2=O)c(C)c1
→ -6.3	-2.7	-5.2	-0.3	4.8	0.5	4.5	-3.4
#8 Cc1ccc(S(=O)(=O)Nc2ccc3c(c2)CC(=O)N([C@H](C)CO)C[C@@H](C)[C@@H](CN(C)C)O3)cc1
→ 15.5	0.0	-7.1	-2.3	-4.7	0.2	-5.3	-3.2
#9 CCOc1ccc(CNC(=O)C2CCCN(S(=O)(=O)N3CC(C)CC(C)C3)C2)cc1OC (stereo not drawn)
→ -15.4	0.7	0.0	3.5	-3.1	0.2	6.8	-4.0
#10 CC=Cc1ccc2n(c1=O)C[C@@H]1N[C@H]2[C@H](C(=O)NC2CCCCC2)[C@H]1CO (mixture of isomers)
→ 4.6	.	-5.3	.	-3.1	0.1	-1.1	7.0
#11 O=C(Nc1ccccn1)C(c1ccccc1)c1ccccc1
→ -11.0	-2.3	-9.2	-8.7	1.3	0.2	-9.2	.
#12 CCOC(=O)c1c(CC(C)C)csc1NC(=O)COC(=O)c1ccc(O)cc1
→ -5.3	-1.4	6.5	22.3	12.5	0.1	7.6	0.0
#13 O=C1Nc2ccc(Br)cc2C1=C1CCCCC1
→ -31.3	4.9	-1.0	45.7	0.0	0.1	45.4	-1.7
#14 COc1ccccc1CCC(=O)Nc1ccc(OC)c(S(=O)(=O)N2CCOCC2)c1
→ 5.2	-0.2	?	-7.4	1.4	-0.1	-3.8	-3.5
#15 Cc1ccc(S(=O)(=O)N[C@@H](C)C(=O)OCC(=O)N2c3ccccc3NC(=O)C2(C)C)cc1
→ .	-3.0	6.3	10.1	-4.8	0.2	-8.0	.
#16 C[C@H](CO)N1C[C@H](C)[C@@H](CN(C)C(=O)Cc2ccncc2)Oc2ncc(C#CCN(C)C)cc2C1=O
→ 36.3	-1.9	23.1	-9.5	-0.8	-1.9	-12.2	-1.6
#17 COc1cccc(CC(=O)OCC(=O)NC2(C#N)CCCC2)c1
→ 2.8	-0.3	16.5	-5.2	2.4	0.8	-0.8	.
#18 Cc1cc(OCc2cc(C(=O)NC(C)c3cnn(C)c3)no2)cc(C)c1Cl (stereo not drawn)
→ -38.6	-0.1	11.0	-195.3	7.3	0.0	-112.1	.
#19 CCOCCCNC(=O)c1cn(C)c2ccc(S(=O)(=O)N3CCCC3)cc2c1=O
→ 13.3	-0.8	-3.5	-6.5	3.4	0.1	-8.0	-0.2
#20 C[C@@H]1CCCCO[C@H](CN(C)C)[C@@H](C)CN([C@@H](C)CO)C(=O)c2cc(NC(=O)Nc3ccccc3)ccc2O1
→ -1.4	1.2	6.2	-2.5	-3.6	0.0	-6.3	4.7
#21 COC(=O)c1ccc(NC(=O)NC2CCCCC2)cc1
→ 3.7	.	-1.3	-96.0	14.8	0.0	43.5	-1.7
#22 COc1ccccc1NC(=O)N(C)C[C@@H]1Oc2cc(Br)ccc2S(=O)(=O)N([C@@H](C)CO)C[C@@H]1C
→ 5.2	3.2	1.4	-8.8	-3.7	0.1	-3.9	-4.0
#23 O=C(CSc1nc(C(F)(F)F)cc(=O)[nH]1)Nc1cccc2ccccc12
→ 8.5	1.5	-10.0	5.0	2.1	0.0	6.3	6.9
#24 C=CCn1c(=O)c2c(nc3n2CCCN3CCc2ccc(OC)c(OC)c2)n(C)c1=O
→ 35.2	1.0	4.3	16.7	1.3	0.0	5.4	6.1
#25 CCC1(c2ccccc2)NC(=O)N(CC(=O)Nc2ccc(S(N)(=O)=O)cc2)C1=O (stereo not drawn)
→ 0.2	-1.4	13.2	4.4	-3.7	0.4	-2.0	-2.4
#26 COc1ccc(/C=C/C(=O)OCC(=O)Nc2cc3oc4ccccc4c3cc2OC)cc1
→ -0.9	0.1	3.4	2.5	2.5	0.0	-19.7	.
#27 Cc1cccc(N(C)S(=O)(=O)c2nnc(NC(=O)c3ccco3)s2)c1
→ 2.8	-0.6	1.2	-0.7	1.2	0.2	7.0	-1.2
#28 Nc1ccc2c(c1)COC2=O
→ -1.7	-0.4	12.2	5.6	2.1	0.3	-54.8	-1.4
#29 O=C(O)CC1(CC(=O)Nc2ccc(F)c(Cl)c2)CCCCC1
→ -23.3	0.7	3.6	3.5	-0.1	0.4	5.6	.
#30 CCN(CC)S(=O)(=O)c1cc(C(=O)OCC(=O)Nc2ccc(-c3nc4ccc(C)cc4s3)cc2)ccc1F
→ 5.8	.	.	-63.4	.	0.3	24.0	-3.8
#31 COc1ccc(CN(C)C[C@@H]2Oc3ccc(NC(=O)Nc4ccc(C(F)(F)F)cc4)cc3C(=O)N([C@@H](C)CO)C[C@@H]2C)cc1
→ -25.4	-0.6	-0.8	5.6	3.3	0.0	6.5	.
#32 C/C(=N\OCC(=O)Nc1ccc(Br)cc1)c1cccs1
→ -2.9	0.4	.	-12.3	-5.7	0.0	1.1	2.5
#33 Cc1nc2sccn2c(=O)c1S(=O)(=O)Nc1ccc(N2CCOCC2)c(Cl)c1
→ -23.4	-2.5	6.1	22.4	-1.2	0.0	29.2	-2.9
#34 Cc1cccc(N(C(=O)c2snc(C(N)=O)c2N)C(C(=O)NCC2CCCO2)c2ccc(N(C)C)cc2)c1 (stereo not drawn)
→ 19.0	0.8	5.1	-2.7	0.1	0.0	-3.9	-2.4
#35 O=C(NCC[C@@H]1CC[C@@H](NC(=O)Nc2cc(F)ccc2F)[C@H](CO)O1)Nc1ccc(Cl)cc1
→ -3.1	2.3	-1.0	-39.7	4.4	-0.2	-15.5	-0.2
#36 CCCCc1cc(=O)oc2cc(O)ccc12
→ 17.6	1.0	-3.4	9.2	1.9	0.0	10.4	-6.8
#37 COc1ccccc1NS(=O)(=O)c1ccc(OC)c(OC)c1
→ 7.0	.	.	5.8	7.6	.	.	4.5
#38 COc1ccc(C2c3[nH]c4ccccc4c3CCN2Cc2ccoc2)c(F)c1 (stereo not drawn)
→ 3.8	1.7	-6.8	24.7	-4.1	0.1	-11.1	5.8
#39 COc1ccc(CCN2CC(C(=O)N(C)CC(=O)Nc3ccc(Cl)c(C(F)(F)F)c3)CC2=O)cc1OC (stereo not drawn)
→ -19.6	-7.2	15.4	-8.9	3.5	0.1	-0.1	-3.3
#40 CC(=O)Nc1ccc(NC(=O)CSc2nccn2Cc2ccc(Cl)cc2)cc1
→ -3.4	0.2	1.4	3.6	4.1	0.4	6.5	-7.2
#41 COc1ccccc1S(=O)(=O)N[C@H]1CC[C@H](CCn2cc(C3CCCC3)nn2)O[C@H]1CO
→ -2.9	-1.7	13.7	11.2	8.3	0.2	-5.7	.
#42 C[C@@H]1CN([C@H](C)CO)C(=O)Cc2cc(NS(=O)(=O)c3ccc(Cl)cc3)ccc2O[C@@H]1CN(C)Cc1ccc2c(c1)OCO2
→ 0.7	0.0	-7.7	-17.9	-4.0	-1.0	-3.8	-3.5
#43 CCc1ccc(CN2CCC(n3nccc3NC(=O)c3ccccc3C)CC2)cc1
→ -8.7	-3.1	17.7	7.0	-1.6	0.1	.	6.7
#44 CCCNC(=O)N1C[C@@H](O)COC[C@@H]2O[C@H](CC(=O)O)CC[C@H]21
→ 19.7	-1.6	15.4	3.3	-1.0	0.9	1.8	-2.4
#45 Cc1cc2oc(C(=O)Nc3ccc(S(=O)(=O)Nc4nccs4)cc3)cc(=O)c2cc1Cl
→ 34.1	.	.	-7.2	.	0.3	.	-8.8
#46 Cc1cccc([C@@H]2[C@@H]3C(=O)N(Cc4ccccc4)C(=O)[C@@H]3[C@]3(CC(C)C)C(=O)N(c4cccc(F)c4)C(=O)N23)c1
→ 3.8	4.5	-13.9	8.4	-3.0	-0.1	-7.7	-0.4
#47 O=C1ON=C(c2ccccc2)/C1=C/c1cccnc1
→ 11.3	-1.6	-4.0	3.0	0.1	0.2	6.0	-5.1
#48 C=CCCC(=O)N1C[C@H]2CON(C)[C@H]2C[C@H]1c1cccc(Nc2ccccc2)c1
→ -2.6	0.9	18.1	13.6	-2.7	0.1	-1.9	4.4
#49 CNC[C@@H]1Oc2ccc(NC(=O)Nc3ccccc3)cc2C(=O)N([C@H](C)CO)C[C@@H]1C
→ -4.2	-1.8	-0.1	-5.7	3.9	-0.9	.	-6.5
#50 CS(=O)(=O)c1ccccc1-c1nnc(NC(=O)c2ccc(S(=O)(=O)N3CCCC3)cc2)o1
→ 5.5	-1.6	0.7	-12.8	3.8	-0.1	3.4	29.0
#51 COc1ccc(S(=O)(=O)Nc2ccc3c(c2)C(=O)N([C@@H](C)CO)C[C@@H](C)[C@H](CN(C)S(=O)(=O)c2cccs2)OCCCC[C@H](C)O3)cc1
→ 11.1	-1.5	25.9*	-17.1	1.0	0.0	10.4	9.1
#52 CC1(NC(=O)NCc2ccccc2)CCS(=O)(=O)C1 (stereo not drawn)
→ 27.3	.	-11.9	-10.8	2.0	0.0	7.0	-0.3
#53 Cc1cc(C)n2nc(SC(C)C(=O)N3CCCC3)nc2n1 (stereo not drawn)
→ 7.7	-0.4	-4.0	-10.6	13.5	-0.1	6.2	-5.2
#54 COc1ccc2nc(C)cc(Nc3ccccc3O)c2c1
→ 14.7	-0.5	-0.6	-26.8	1.0	0.1	-35.3	-1.2
#55 O=C1N(Cc2ccc(F)cc2)CCN1c1ccc(F)cc1
→ -5.0	1.8	5.5	-65.0	3.5	0.0	-13.5	1.5
#56 CCN(CC)c1ccc(/C=C(/C#N)C(=O)NCc2ccccc2)o1
→ -11.6	0.8	.	-51.7	0.4	?	-36.0	.
#57 Cc1ccc2nc(-c3ccco3)c(Cc3cccc(F)c3)n2c1
→ -9.6	0.3	3.8	-38.5	-7.2	0.2	-44.5	.
#58 CC(C)C#Cc1ccc([C@@H]2[C@H](CO)N3C(=O)CN(C(=O)C4CCCCC4)C[C@@H]23)cc1
→ -13.1	0.6	6.5	-4.4	3.9	0.2	-3.0	.
#59 CN1[C@@H]2CN(C(=O)c3ccc(F)cc3)c3ccccc3[C@@H]2[C@@H]1CO
→ -3.0	-3.7	-3.5	-1.9	4.1	0.3	-79.3	-2.5
